Source: PubChem BioAssay
DYRK1A inh: blocks rat Dyrk1A kinase activity; ADP-Glo luminescence, NFATc1 peptide; Q63470; AID 504441; 310,000 compounds, 0.43% hits; inhibition, % at 12.5 µM; in the data active = inhibition above about 50%;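 also: plate controls were vehicle with enzyme for no effect and no enzyme for full effect; many of its hits are not listed in these tables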
Starred values were filed as active, the others as inactive. This is a subset, so the mix of outcomes need not match the whole.

mol | DYRK1A inh
CCOC(=O)C1=NNC(C(=O)OCC)C1c1ccccc1 (stereo unspecified) | -9
COc1ccc(C(CNC(=O)CCNS(=O)(=O)c2ccc(Br)cc2)N2CCOCC2)cc1 (stereo unspecified) | 1
CCN1CCN(S(=O)(=O)c2ccc(Cl)c(C(=O)N(CCc3ccccc3)Cc3ccccc3)c2)CC1 | 8
CO[C@H]1CC[C@@]2(C)[C@@H](CC[C@@H]3[C@@H]2CC[C@@]2(C)[C@H]3C[C@H](C(=O)O)O[C@]23CCCO3)C1 | -1
COc1ccccc1NC(=O)c1ccc(NC(=O)C2CC2)cc1 | -2
CN(C)S(=O)(=O)c1cccc(COC(=O)CNC(=O)c2ccc(Br)o2)c1 | -12
O=S(=O)(Nc1cccc(-n2cnnn2)c1)c1ccc(F)cc1 | 1
COc1ccc(C=NNC(=O)CCCC(=O)NN=Cc2ccc(OC)c(O)c2)cc1O | -3
Cc1ccc(C(=O)NCN2CCN(c3ccccc3)CC2)cc1 | 4
COc1ccc(/C=C2/CSC/C(=C/c3ccc(OC)c(OC)c3)C2=O)cc1OC | 1
COc1ccc(CCNC(=O)c2ccc(NC(=O)CC3SC(N4CCCC4)=NC3=O)cc2)cc1OC (stereo unspecified) | 0
COc1cc(C2C3=C(COC3=O)Oc3cc4c(cc32)OCO4)ccc1O (stereo unspecified) | 1
O=C(O)C1CCCN1C(=O)C1CCN(S(=O)(=O)c2cccc(C(F)(F)F)c2)CC1 (stereo unspecified) | -1
CC(C)(C)c1ccc(OCCCC(=O)Nc2cccc(S(=O)(=O)N3CCOCC3)c2)cc1 | 5
CCOC(=O)C1=CN(Cc2cccc(I)c2)S(=O)(=O)N(C)C1C (stereo unspecified) | 5
O=[N+]([O-])c1cc(C=NN2CCCCCC2)ccc1Cl | -2
CN1CCC(N(C)C(=O)/C(C#N)=C\c2ccc(OC(F)F)cc2)CC1 | 3
COc1ccc(S(=O)(=O)N2CCCCCC2)cc1C(=O)Nc1ccc(C(=O)N(C)C)cc1 | 3
O=C(OCc1nnc(-c2ccc([N+](=O)[O-])cc2)o1)c1ccc(F)c(S(=O)(=O)N2CCOCC2)c1 | 1
NC(=O)C1=C(c2ccccc2)c2ccccc2C1=O | -1
COc1ccc2[nH]c3c(c2c1)CCN1C(=O)C(CC(=O)NCCCN(C)C)C[C@H](C(=O)N2CCOCC2)[C@@]31CCC1CCCC1 (stereo partly specified) | -2
O=C(O)c1cc(N2CCCC2)ccn1 | 7
Cc1c(C(=O)OCC(=O)N(CC(C)C)c2c(N)n(Cc3ccccc3)c(=O)[nH]c2=O)oc2ccccc12 | -6
Cc1ccc(S(=O)(=O)N2CCN(C(=O)c3cc(S(=O)(=O)N4CCOCC4)ccc3F)CC2)cc1 | 2
CCN(c1ccccc1)S(=O)(=O)c1cc(C(=O)NCC(c2ccc(OC)cc2)N(C)C)ccc1C (stereo unspecified) | 5
CN(C)S(=O)(=O)c1cccc(NC(=S)NC(=O)c2ccco2)c1 | -6
CCN(Cc1nc2ccccc2c(=O)[nH]1)C(=O)c1cccc(NC(=O)c2cccs2)c1 | 3
Cc1ccc(COC(=O)c2cccc(S(=O)(=O)N3CCCCC3)c2)cc1 | -16
CC(C)C[C@H](NC(=O)OCC1c2ccccc2-c2ccccc21)C(=O)O | 0
Cn1c(=O)c2c(nc(OC3CCCCCC3)n2C)n(C)c1=O | -1

Arranged by the number under DYRK1A inh (smallest number first): 4 of the compounds above
molecule,DYRK1A inh
CCOC(=O)C1=NNC(C(=O)OCC)C1c1ccccc1 (stereo unspecified),-9
CO[C@H]1CC[C@@]2(C)[C@@H](CC[C@@H]3[C@@H]2CC[C@@]2(C)[C@H]3C[C@H](C(=O)O)O[C@]23CCCO3)C1,-1
CC(C)C[C@H](NC(=O)OCC1c2ccccc2-c2ccccc21)C(=O)O,0
COc1ccc(C(CNC(=O)CCNS(=O)(=O)c2ccc(Br)cc2)N2CCOCC2)cc1 (stereo unspecified),1

Next part
mol | DYRK1A inh
O=C(C[C@H]1C[C@H](C(=O)N2CCOCC2)[C@@]2(CCC3CCCC3)c3[nH]c4cc(-c5ccco5)ccc4c3CCN2C1=O)NCC12CC3CC(CC(C3)C1)C2 | -2
C=CCC[C@@H](Cc1ccc(F)cc1)C(=O)O[C@H](CNC(=O)[C@@H](CC=C)CC(=O)N[C@H](CO)Cc1ccccc1)c1ccccc1 | 2
O=C(O)[C@H]1CC=C[C@H]2CCN(Cc3ccc(Cl)c(Cl)c3)C(=O)[C@@H]12 | 0
COC(=O)[C@@]1(Cc2ccccc2)[C@H]2C(=O)N(C)C(=O)[C@H]2[C@H]2CN=C(SCc3ccc(C)cc3)N21 | 3
Cc1cc(C(=O)NN=C2CC(=O)CC(C)(C)C2)c(C)o1 | -4
O=C(O)c1ccc(S(=O)(=O)c2ccccc2)s1 | -3
COc1ccc(-c2noc(CCC(=O)N3CCN(c4ccc(Br)cc4)CC3)n2)cc1 | 4
O=C(Nc1cc(S(=O)(=O)N2CCOCC2)ccc1Cl)c1ccc(=O)[nH]c1 | 9
NC(=O)c1ccc(N2CCCC2)nc1 | -1
COc1ccc(C(C)(C)C)cc1NC(=O)COC(=O)CSCc1c(C)noc1C | 5
O=C(O)CCCCCCCCCCC1CCC(O)C1O (stereo unspecified) | -1
O=C(NCCCN1CCCC1=O)c1cc(S(=O)(=O)N2CCN(c3ccccc3)CC2)ccc1Cl | -2
Cc1noc(C)c1COc1ccccc1C(=O)N1CCN(S(=O)(=O)c2ccccc2Br)CC1 | 2
O=C(CN1CCN(Cc2cccc(C(F)(F)F)c2)CC1)NCC(=O)Nc1ccc(F)c(F)c1F | -5
O=C(CNC(=O)c1ccc(Cl)cc1)NCc1ccccn1 | -1
O=C(CNc1ccc(Br)cc1)NC(=O)NC1CCCCC1 | -7
CC1(c2ccccc2)NC(=O)N(CC(=O)NCCN2C(=O)S/C(=C\c3cccnc3)C2=O)C1=O (stereo unspecified) | 7
Cc1ccc(OCC(=O)O)c(O)c1 | -2
Cc1ccc(C(=O)N2[C@@H]3CN(C)C(=O)[C@@]2(Cc2ccccc2)[C@H]2C(=O)N(C)C(=O)[C@@H]32)cc1 | -6
O=[N+]([O-])c1ccc(COc2ccccc2CN2CCOCC2)cc1 | 5
CCCn1cnc2c(SCc3ccccn3)nc(N)nc21 | -3
CCCOc1ccc(C(F)(F)F)cc1NS(=O)(=O)c1ccc(Cl)nc1 | -5
O=C(CCSCCC(=O)NN=Cc1ccccc1O)NN=Cc1ccccc1O | -1
O=S(=O)(c1ccccc1)c1nc(-c2ccc(Cl)cc2)oc1NCCCN1CCOCC1 | -2
O=C(O)C1=C[C@@H](O)[C@@H](O)[C@H](O)C1 | -10
CC(Oc1ccc(Cl)cc1Cl)C(=O)NC(Cc1ccccc1)C(=O)O (stereo unspecified) | 0
CCOCCCn1c(SCC(=O)Nc2oc(C)c3c(C)n[nH]c(=O)c23)nc2ccccc2c1=O | 9
CCSc1nnc(SCC(=O)c2c(N)n(C)c(=O)n(C)c2=O)s1 | -8
CCCN=C1N(CC)C[C@@H]2[C@@H]3C(=O)N(Cc4ccccc4)C(=O)[C@@H]3[C@](C)(C(=O)OC)N12 | -2
CCCCCCCC(=O)C(C)C(=O)N(C)[C@H](Cc1ccc(OC)cc1)C(=O)N(C)[C@H](C(N)=O)C(C)C (stereo partly specified) | -3

Retrieved one by one from above (two):
mol | DYRK1A inh
COC(=O)[C@@]1(Cc2ccccc2)[C@H]2C(=O)N(C)C(=O)[C@H]2[C@H]2CN=C(SCc3ccc(C)cc3)N21 | 3
CCSc1nnc(SCC(=O)c2c(N)n(C)c(=O)n(C)c2=O)s1 | -8

Further results follow.
mol | DYRK1A inh
O=C(C=Cc1ccccc1)CC(c1ccccc1)N1CCOCC1 (stereo unspecified) | -11
CC(C)(C)C(=O)Nc1cccc(-c2ccc[nH]2)n1 | -2
O=[N+]([O-])c1ccc(CS(=O)Cc2ccccc2)cc1 (stereo unspecified) | -3
O=C1NC(=S)S/C1=C\c1cccc([N+](=O)[O-])c1 | 36
NC(=O)C1C2C=CC(C2)C1c1ccccc1 (stereo unspecified) | 0
Cc1ccc(NC(=O)c2cc(S(=O)(=O)N3CCOCC3)ccc2Cl)cc1S(=O)(=O)N1CCOCC1 | 10
c1ccc2c(c1)-c1cccc3cncc-2c13 | -6
C[n+]1cccc(C(=O)O)c1 | 0
CCc1nc(SCC(=O)Nc2nnc(C(C)C)s2)n[nH]1 | -1
Cc1ccc(C2/C=C\CC(NC(=O)OCC3c4ccccc4-c4ccccc43)CC(=O)N2Cc2ccccc2)cc1 (stereo unspecified) | -5
Cc1cccc2c1NC(=O)C2=O | -1
COc1ccc2[nH]c3c(c2c1)CCN1C(=O)C(CC(=O)NCc2ccc(OC)c(OC)c2)C[C@H](C(=O)N2CCOCC2)[C@@]31C (stereo partly specified) | 2
CC1CCC(CC(=O)O)(C(=O)O)CC1 (stereo unspecified) | -1
COc1cc(NC(=O)CN2C(=O)C(=O)N(CC(C)C)C2=O)cc(OC)c1 | 1
C1CN(CC2COC(CN3CCOCC3)CO2)CCO1 (stereo unspecified) | -3
Cc1cc(C(=O)COC(=O)/C=C/c2cccc(Br)c2)c(C)n1C | 0
O=C(CC(O)c1ccncc1)c1ccccc1O (stereo unspecified) | 3
CCN(C(=O)CSc1nnc(-c2ccccc2C)n1C)c1c(N)n(Cc2ccccc2)c(=O)[nH]c1=O | 0
CC12CCC(C(=O)N(c3nccs3)C1=O)C2(C)C (stereo unspecified) | 7
Cc1nc2cc(Cc3ccccc3)ccc2o1 | -4
Nc1nc(SCc2ccccc2[N+](=O)[O-])c2ncn(Cc3ccccc3)c2n1 | 2
CC1CCC(NC(=O)c2cccn2C)CC1 (stereo unspecified) | -1
CCCn1c(N)c(C(=O)COC(=O)CNC(=O)c2ccc(C)c(C)c2)c(=O)n(C)c1=O | 0
Cc1ccc(C)c(NC(=O)CN(C)C(C)C(=O)N2CC(C)CC(C)C2)c1 (stereo unspecified) | 13
C1=C[C@H]2CC[C@@H]1N(c1ccccc1)O2 | -2
CCOC(=O)CCN(C(=O)Nc1ccccc1)C1CCCCC1 | -1
COc1cccc(-c2c(C(=O)O)cc(O)c3ccc(OC)cc23)c1 | 4
N#CC1C(=O)NC(c2ccccc2)=CC1c1ccccc1 (stereo unspecified) | -4
CSc1ccccc1NC(=O)CN1C(=O)C2CC=CCC2C1=O (stereo unspecified) | -2
Cc1nc2c(cnn2CCO)c(=O)[nH]1 | 11

Three entries out of the list, sorted by molar mass, largest number first.
mol | DYRK1A inh
CCCn1cnc2c(SCc3ccccn3)nc(N)nc21 | -3
O=C(O)c1ccc(S(=O)(=O)c2ccccc2)s1 | -3
O=C(CC(O)c1ccncc1)c1ccccc1O (stereo unspecified) | 3

Following part.
mol | DYRK1A inh
CC(C)(C)OC(=O)N(Cc1ccccc1)Cc1ccc(OCc2cccc(NC(=O)c3ccccc3)c2)cc1 | -3
O=C(N=Nc1c(O)[nH]c2ccccc12)Nc1ccccc1 | 2
CCN(C[C@H]1N[C@@](C)(C(=O)OC)[C@H]2C(=O)N(Cc3ccccc3)C(=O)[C@@H]12)S(=O)(=O)c1ccc(C)cc1 | -2
C[C@H]1CN([C@@H](C)CO)C(=O)Cc2cc(NS(=O)(=O)c3ccc(Cl)cc3)ccc2O[C@@H]1CN(C)C(=O)Nc1cccc2ccccc12 | -2
O=c1cc(-c2ccccc2)[nH]n1-c1ccccc1 | -3
CCCCNc1c(-c2ccc(OC)c(SC3CCCCC3)c2)nc2ccc(C)cn12 | -5
Cc1ccc(S(=O)(=O)N2CCN(C(=O)COC(=O)/C=C/c3ccc(OC(F)F)cc3)CC2)cc1 | 9
Cc1cc(C)c2nc(Nc3nc(CSc4nc5ccccc5[nH]4)cc(=O)[nH]3)nc(C)c2c1 | 5
COc1ccc(NC(=O)COc2ccc(-n3cnnn3)cc2)cc1OC | 3
O=C1NC(=O)C2(CCCC2C(=O)O)N1 (stereo unspecified) | 3
NC(CSC1(c2cccc3ccccc23)c2ccccc2-c2ccccc21)C(=O)O (stereo unspecified) | 0
COC(=O)[C@]1(C)N[C@H](CN(C)C(=O)C2CCCCC2)[C@@H]2C(=O)N(Cc3ccccc3)C(=O)[C@@H]21 | 5
CCOC(=O)C1=C(COC(=O)CCCOc2ccccc2)NC(=O)NC1C (stereo unspecified) | 12
